TRPM1 prom inh: inhibitors of MITF-driven TRPM1 promoter in melanoma cells. SK-MEL-5 TRPM1 promoter luciferase, 24 h. inhibition, % at 12.5 µM. 330,000 tested, 0.83% active;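 active = mean inhibition across replicates of 60% or more, whatever share of single replicates reaches that level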; note: values of inactives mirror those of a sister screen read the other way
PDI turbidity: PDI (human) enzyme inhibition | PDI insulin aggregation turbidity, A650, 90 min | P07237 | 350,000 tested, 0.052% active | inhibition, % at 10 µM | AID 588391;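 active = mean inhibition across replicates of 30% or more, whatever share of single replicates reach that level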;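 note: absorbance from insulin aggregation driven by PDI reduction with DTT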
Shn3 inh set2: reduces Shn3 3'UTR luciferase signal in osteoblasts; Clone20 osteoblast Shn3 3'UTR firefly luciferase, 24 h; inhibition, % at 12.5 µM; 360,000 tested, 0.52% active; AID 588674;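 active = mean inhibition of at least 75% with every replicate also reaching 75%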;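 note: 0% = median of neutral control wells and 100% = pilot-screen positive control compound; some compounds past the cut are filed as inactive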
NR2E3 ag-1: activates human photoreceptor nuclear receptor NR2E3; Q9Y5X4; GST-NR2E3/biotin-RetCOR TR-FRET, 1536-well; inhibition of corepressor binding, % at 4.78 µM; 320,000 tested, 0.12% active; AID 2300;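 active = percent inhibition above the cutoff of mean plus 3 SD of all tested compounds, set per screening campaign, cut at about 20% in these data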;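 note: 0% = DMSO wells and 100% = biotin wells as full block of FRET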
Target sequence (Q9Y5X4 whole entry, looked up): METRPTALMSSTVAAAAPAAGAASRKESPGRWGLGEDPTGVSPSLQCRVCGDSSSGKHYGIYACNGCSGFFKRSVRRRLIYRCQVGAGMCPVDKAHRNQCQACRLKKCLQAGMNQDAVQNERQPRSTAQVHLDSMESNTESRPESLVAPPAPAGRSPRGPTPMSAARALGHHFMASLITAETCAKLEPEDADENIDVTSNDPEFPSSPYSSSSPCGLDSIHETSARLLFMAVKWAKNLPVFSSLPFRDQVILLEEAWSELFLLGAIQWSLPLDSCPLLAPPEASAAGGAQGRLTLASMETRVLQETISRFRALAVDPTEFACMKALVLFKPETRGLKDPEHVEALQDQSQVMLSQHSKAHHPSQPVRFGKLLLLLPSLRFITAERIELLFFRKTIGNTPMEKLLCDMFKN
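Test system: GST-NR2E3 and biotin-RetCOR proteins | Quantity: 1.35 nM GST-tagged NR2E3 final | Medium: Tris pH 7.5 | Also added: 7 nM biotin-RetCOR | Dosing: Compound at 4.8 µM, single dose | Timing: 5 h at 4 °C | Detection: Time-resolved FRET | Read-out basis: Percent inhibition | Benchmarks: Biotin wells as high control, 0.6% DMSO wells as low control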
Peg3 promoter: Peg3 promoter activity inhibition. HeLa PEG-Prom luciferase reporter, luminescence, overnight. inhibition, % at 20 µM. 360,000 tested, 1.7% active;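 active = inhibition of at least 50% at 20 µM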
HTR2A ag: mouse HTR2A agonism via beta-arrestin recruitment. activation, % at 7.6 µM. CHO-K1 mHTR2A beta-arrestin complementation, luminescence; percent of 30 µM serotonin response. P35363. 360,000 tested, 0.66% active. AID 624169;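 active = activation above a run cutoff, the mean activation of all tested compounds plus 3 SD, cut at about 14% in these data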;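 note: 0% = plate median of compound wells and 100% = 30 µM serotonin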
Target sequence (P35363 whole entry, looked up): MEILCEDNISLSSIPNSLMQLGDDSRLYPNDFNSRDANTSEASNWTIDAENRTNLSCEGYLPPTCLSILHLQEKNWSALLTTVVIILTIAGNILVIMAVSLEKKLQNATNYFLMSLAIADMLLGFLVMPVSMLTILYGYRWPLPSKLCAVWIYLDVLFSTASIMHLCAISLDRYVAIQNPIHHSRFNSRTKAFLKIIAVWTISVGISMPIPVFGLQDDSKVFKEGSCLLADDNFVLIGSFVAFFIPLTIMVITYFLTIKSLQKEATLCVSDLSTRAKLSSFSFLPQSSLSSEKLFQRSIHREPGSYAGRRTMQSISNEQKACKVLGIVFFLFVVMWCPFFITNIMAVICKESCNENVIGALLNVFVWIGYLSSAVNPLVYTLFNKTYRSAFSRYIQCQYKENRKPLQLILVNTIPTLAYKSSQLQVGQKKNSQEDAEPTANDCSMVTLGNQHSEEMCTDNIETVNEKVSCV
CaV13 ICDI inh: Disruptors of the CACNA1D IQ motif to Ca2+-dependent inactivation inhibitor domain association, primary screening, Förster resonance energy transfer in intact living …; HEK cells, CFP/YFP FRET ICDI-IQ, plate reader, 10 min; percent FRET-ratio fall versus neutral wells; inhibition, % at 12.3 µM; 340,000 tested, 0.098% active; AID 743397;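 active = mean replicate inhibition of at least 30% and at least 1% of replicates passing that level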;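 note: 0% = median of the neutral control wells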
Cardio protect: protects H9c2 cardiomyocytes from peroxide injury | H2O2 injury protection, ATPLite, 2 h | protection from H2O2 cell death, % at 20 µM | 360,000 tested, 0.63% active;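 active = compounds giving at least 50% protection of heart cells from peroxide-induced death in the single-dose screen, raw or plate-pattern-corrected value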;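 note: 0% = DMSO wells with peroxide and 100% = DMSO wells without peroxide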
NR2E3 ag-2: agonists of human NR2E3 nuclear receptor; inhibition of corepressor binding, % at 3.98 µM; 360,000 tested, 0.35% active; CHO-S Gal4-NCOR/VP16-NR2E3 two-hybrid, luciferase; AID 602229; Q9Y5X4;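 active = inhibition above the mean of all tested compounds plus 3 SD, cut at about 70% in these data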;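 note: 0% = DMSO with NR2E3 transfected cells and 100% = cells lacking NR2E3 construct; higher means lower luciferase signal from less NR2E3 corepressor binding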
iPSC survival up: enhancers of human iPSC single-cell survival; hiPSC single-cell survival, ATPlite luminescence; 100% = ROCK inhibitor wells, 0% = DMSO; survival enhancement, % at 20 µM; 360,000 tested, 0.044% active; in the data active = survival enhancement above about 18%;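 note: cells exposed to compounds for 16 hours before the ATP read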
HIF-2a inh: inhibitors of HIF-2a; 786-0 RCC cells HIF-2a reporter, luciferase luminescence, overnight; 360,000 tested, 0.72% active; AID 624352; inhibition, % at 18.8 µM;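 active = inhibition of the luminescence signal of 40% or more relative to plate controls, in a single-dose primary screen at 18.75 µM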
* marks the source's active call; other numbers are inactive results; . = not tested or not shown.

SMILES	TRPM1 prom inh	PDI turbidity	Shn3 inh set2	NR2E3 ag-1	Peg3 promoter	HTR2A ag	CaV13 ICDI inh	Cardio protect	NR2E3 ag-2	iPSC survival up	HIF-2a inh
CCCCn1c(N)c(N(CCC(C)C)C(=O)C2CC(=O)N(CCc3ccc(OC)c(OC)c3)C2)c(=O)[nH]c1=O (stereo not given)	0	-5	-16	-2	7	13	-3	-3	10	-0.4	7
CC(C)OC(=O)N(C)C[C@H]1OCc2cnnn2CCCC(=O)N([C@@H](C)CO)C[C@H]1C	.	-4	6	.	-1	-2	-5	3	11	2.8	9
O=C(Sc1cccc2cccnc12)c1ccccc1Br	85*	-7	99*	-5	59*	-11	-4	29	100*	0.2	14
CN(C)CCCN(C(=O)C1=COCCO1)c1nc2ccc(Br)cc2s1	-19	0	-7	2	-2	-10	-1	6	-21	-0.5	-12
COC(=O)c1sc(N)c(C(=O)OC)c1CSc1nnc(-c2ccccc2Cl)n1C	-1	-4	4	0	4	3	-9	10	-2	0.8	14
O=C(COc1ccccc1/C=C1\SC(=S)NC1=O)Nc1ccc(F)cc1	13	-2	13	.	21	3	-19	-19	-18	-0.4	-31
COC(=O)c1ccc(NC(=O)CN(c2ccc3c(c2)OCO3)S(C)(=O)=O)cc1	3	-11	-1	0	-53	0	-5	-2	-8	-2.7	-10
CCN(CC)CCCNC(=O)c1cc(Cl)c(NC(=O)C2=C(C)OCCS2)cc1OC	-12	1	23	2	-23	-4	-4	3	-21	-0.7	1
COc1cc(/C=C/C(=O)O)cc(S(=O)(=O)Nc2ccc3c(c2)OCO3)c1OC	-7	13	-16	1	9	7	4	6	3	0.1	6
Cc1ccc(C)c(NS(=O)(=O)c2cc(C(=O)NCCSC3CCCCC3)ccc2C)c1	11	7	-14	7	29	-3	-7	-12	-9	1.9	19
CCCCSCCCNC(=O)c1ccc2c(c1)N(CC)C(=O)c1ccccc1S2=O (stereo not given)	23	0	8	-2	27	-9	-4	15	9	1.3	10
CCOc1ccc2c(C)nc(NC3=NC(C)(C)C=C(C)N3)nc2c1	9	3	10	-1	40	-4	-5	-19	8	-2.3	-4
Cc1ccc(/C=C2\SC(=S)N(c3cccnc3)C2=O)cc1	-2	11	24	-3	7	0	-5	-8	-27	-2.0	7
CC(=O)OCC(=O)C1CCC2C3CCC4=CC(=O)C=CC4(C)C3CCC12C (stereo not given)	6	1	4	.	-2	-2	-5	0	-16	-3.8	14
CC1(C)CC(=O)C(CC(=O)Nc2cc(C(F)(F)F)ccc2Cl)C(=O)C1	-10	7	3	-2	4	0	-5	-2	-10	1.2	14
Cc1nn(-c2ccccc2)c(C)c1NC(=O)COc1ccc([N+](=O)[O-])cc1	1	-5	-4	-1	9	12	-5	0	-5	-0.4	8
C=CCN(c1ccccc1)S(=O)(=O)c1cccc(C(=O)NC2CCC(O)CC2)c1 (stereo not given)	-4	1	-9	3	10	-9	-5	1	-18	-0.3	18
CN1CCN(CC(=O)Nc2ccc(Cl)cc2Cl)CC1	-6	2	5	1	-19	0	-8	-1	-20	-0.1	-8
N=C1C(=O)OCC1c1ccccc1NC(=O)c1ccc(F)cc1 (stereo not given)	7	11	-7	-1	8	2	-8	2	-8	4.7	10
CC1CCCCN1Cc1c(O)ccc2c(=O)c(-c3ccc(Br)cc3)coc12 (stereo not given)	-1	0	-1	.	-31	1	-4	6	-3	0.5	2
O=C(O)CCCNC(=O)CCCNC(=O)C(c1ccccc1)c1ccccc1	19	-2	-12	-1	14	3	-3	8	10	2.1	11
O=C(/C=C/c1ccccc1Cl)c1ccccc(=O)c1O	6	-9	15	-1	71*	-5	-8	70*	-14	-0.5	9
CC(OC(=O)C1CCN(c2ccc(C(F)(F)F)cn2)CC1)C(=O)Nc1ccc(S(N)(=O)=O)cc1 (stereo not given)	6	-2	10	0	12	-2	-3	-4	-7	0.7	8
CSc1ccccc1C(=O)NC1CCCN(Cc2ccccc2F)C1 (stereo not given)	-13	1	5	1	7	5	-3	0	9	-0.3	10
O=S(=O)(c1ccc(-n2cnnn2)cc1)N1CCNCC1	-24	1	-9	-1	6	4	-15	-6	-27	0.9	12
Other structures follow.
SMILES	TRPM1 prom inh	PDI turbidity	Shn3 inh set2	NR2E3 ag-1	Peg3 promoter	HTR2A ag	CaV13 ICDI inh	Cardio protect	NR2E3 ag-2	iPSC survival up	HIF-2a inh
O=C(Nc1cccc([N+](=O)[O-])c1)C1CC(=O)N(C2CCCCC2)C1 (stereo not given)	0	3	-9	7	11	-1	-6	-2	-39	1.0	12
Cc1ccccc1CC1(CO)CCCN(Cc2nc(-c3cccs3)oc2C)C1 (stereo not given)	2	2	26	1	16	-11	-4	5	-3	-3.3	8
CC(NC(=O)c1ccc(F)cc1)c1nc2ccccc2n1Cc1ccccc1F (stereo not given)	3	4	4	1	8	-12	-6	0	-1	0.4	-10
Cc1ccc(OC2CCN(C(=O)[C@H]3O[C@@H](n4cnc5c(N)ncnc54)[C@H](O)[C@@H]3O)CC2)cc1	.	.	22	.	6	-5	-7	-1	-18	-2.0	16
Cc1cc(NC2C3CC4CC(C3)CC2C4)n2nnnc2n1 (stereo not given)	-4	5	0	-3	10	5	-8	-1	-4	-1.1	1
O=Cc1c(NCCN2CCOCC2)c2ccccc2[nH]c1=O	8	3	-1	0	2	2	5	11	-5	0.0	12
Nc1ccnc(C(F)(F)F)c1C(=O)c1ccccc1	-11	-7	-5	-4	8	-3	.	3	-15	3.8	18
Cc1ccc(OCc2nnc(N)s2)cc1C	.	-2	-32	-2	-112	3	-2	-4	-29	-0.9	-118
COc1ccccc1NC(=O)Cn1cncc1-c1ccc([N+](=O)[O-])cc1	20	-3	9	2	-13	2	-6	0	-23	-0.2	2
COC(=O)Cc1c(O)ccn(Cc2cccc3ccccc23)c1=O	-1	-1	-16	-1	-3	0	-5	6	2	4.4	16
O=C(NCc1ccccc1Cl)C(=O)c1c[nH]c2ccccc12	-1	12	-9	-1	-9	1	-4	-4	-11	2.8	-19
CCn1c(SCC(=O)Nc2ccc3[nH]c(=O)[nH]c3c2)nnc1-c1ccccc1	7	-4	3	2	11	-2	-5	0	12	4.6	16
CCOC(=O)c1cc(NC(=O)N(C(C)C)C2CCCCC2)c(C)nc1C	-8	-5	-25	-1	6	2	-21	6	-1	-0.1	7
COc1ccc(NC(=O)C(=O)N/N=C/c2cc(C)n(-c3cccc(Cl)c3Cl)c2C)c(OC)c1	3	5	3	0	15	1	-5	5	-4	0.0	3
O=C(O)c1ccc(S(=O)(=O)c2ccc3c(c2)C(=O)N(c2ccc(O)cc2)C3=O)cc1	-1	-4	1	-3	0	-1	-3	1	-16	0.1	7
O=C(CN(Cc1ccccc1)C(=O)c1ccco1)NCc1ccc(F)cc1	4	6	9	2	4	4	-5	-6	-10	-2.8	6
Cc1ccc(S(=O)(=O)N2CCCN(C(=O)CNC(=O)c3cccc(C)c3)CC2)cc1	-4	12	-5	-4	8	7	-5	10	10	-0.3	11
O=C(NNc1ccccc1)C(CCO)C(=O)NNc1ccccc1	-10	16	-16	-3	2	-1	-7	2	47	0.1	5
CC(C)C1COS(=O)(=O)NC1CC(=O)SC(C)(C)C (stereo not given)	-2	5	-3	2	-23	1	-1	-6	20	-4.1	9
CN(C(=O)c1cccc(NC(=O)Cc2cccc(NC(=O)C3CCN(C(=O)C4CCC4)CC3)c2)c1)C1CCC1	7	6	-27	.	5	-3	-7	0	-12	-1.9	0
Cc1ccc(S(=O)(=O)n2nc(C)c(C#N)c2N)cc1	8	6	-15	2	10	-1	-18	8	-19	-1.0	9
CCOC(=O)C1CCN(C(c2ccccn2)c2c(C)[nH]c3ccccc23)CC1 (stereo not given)	29	-2	59	3	10	7	-5	16	8	-3.7	16
COc1cccc(C2=CC(=O)CC(C)(C)C2)c1	-31	5	14	7	-16	-2	-6	1	-36	-1.3	-1
O=C1N/C(=N/N=C/c2ccccc2O)SC1Cc1ccc(F)cc1 (stereo not given)	1	0	-9	-1	36	-5	-15	4	-28	-0.1	27
N#CCCn1[nH]c(-c2ccccc2)cc1=O	2	-4	-28	2	3	3	-5	7	-17	-1.2	2
Additional records
SMILES	TRPM1 prom inh	PDI turbidity	Shn3 inh set2	NR2E3 ag-1	Peg3 promoter	HTR2A ag	CaV13 ICDI inh	Cardio protect	NR2E3 ag-2	iPSC survival up	HIF-2a inh
Cc1ccc(C(=O)Cn2nnc3ccccc32)cc1C	-100	-4	-39	-2	-298	3	-4	-5	-120	-0.7	-198
CC1(C(=O)N/N=C/c2cc3c(cc2Br)OCO3)CC1(Br)Br (stereo not given)	0	0	5	-1	25	-6	-6	6	-75	0.0	19
CCCCC(=O)Nc1ccc(C(=O)NCCc2ccc(S(N)(=O)=O)cc2)cc1	-1	-5	-33	6	24	0	-3	0	-34	-1.3	11
O=S1(=O)C=C(SCc2ccc(Cl)c(Cl)c2)Nc2ccccc21	-1	2	24	2	-1	-1	-1	-27	-31	8.0	9
Nc1nonc1-n1nnc(C(=O)N/N=C/c2ccc(OCc3ccc(F)cc3)cc2)c1COc1ccccc1	-34	2	10	2	13	-1	-3	6	-52	-0.7	-12
COc1ccc(Nc2nc(N)nc(CSc3nnc(C)s3)n2)cc1	-41	2	-21	-4	-110	-3	.	10	-24	-1.6	-144
CCCCN(C)C(=O)c1cn(C)c2ccc(S(=O)(=O)N3CCC(C)CC3)cc2c1=O	0	-4	2	0	3	6	.	6	-19	-0.3	0
CCCN=C1N(CC)C[C@@H]2[C@@H]3C(=O)N(C)C(=O)[C@@H]3[C@](Cc3ccccc3)(C(=O)OC)N12	-3	-2	8	.	-3	-1	-8	0	-20	-0.5	-2
COc1ccc(S(=O)(=O)N(C)C)cc1NC(=O)COC(=O)c1nn(C)c(=O)c2ccccc12	-3	0	-8	1	15	2	-5	1	0	0.1	8
O=C(c1n[nH]c2c1CCC2)N1CCCC(Nc2cccc(F)c2)C1 (stereo not given)	-2	2	-4	3	-18	5	-9	-3	-19	2.8	-5
Cc1occc1-c1nnc(SCC(=O)N2c3ccccc3CCc3ccccc32)n1C	-1	0	4	1	8	-1	.	1	-2	-1.4	15
CC(NS(C)(=O)=O)C(c1cccs1)N1CCN(c2ccc(F)cc2)CC1 (stereo not given)	-4	2	2	0	-11	-2	-7	-2	-18	-1.1	-27

Profiles, quoted from the list:
CCCN=C1N(CC)C[C@@H]2[C@@H]3C(=O)N(C)C(=O)[C@@H]3[C@](Cc3ccccc3)(C(=O)OC)N12 across the screens: TRPM1 prom inh = -3; PDI turbidity = -2; Shn3 inh set2 = 8; NR2E3 ag-1 = .; Peg3 promoter = -3; HTR2A ag = -1; CaV13 ICDI inh = -8; Cardio protect = 0; NR2E3 ag-2 = -20; iPSC survival up = -0.5; HIF-2a inh = -2
O=C(c1n[nH]c2c1CCC2)N1CCCC(Nc2cccc(F)c2)C1 (stereo not given) across the screens: TRPM1 prom inh = -2; PDI turbidity = 2; Shn3 inh set2 = -4; NR2E3 ag-1 = 3; Peg3 promoter = -18; HTR2A ag = 5; CaV13 ICDI inh = -9; Cardio protect = -3; NR2E3 ag-2 = -19; iPSC survival up = 2.8; HIF-2a inh = -5
